GLS inh: qHTS for Inhibitors of Glutaminase (GLS) | GLS enzymatic activity, qHTS titration | Potency, µM (doses to about 45.5 µM), for the others: top-dose activity change, negative = inhibition, hits mostly inhibitors | hit rate 0.21% among 410,000 | AID 624170, 2012; further: potency means the concentration at half of the fitted maximal effect; on the % scale 0 is the no-effect control and ±100 the full control effect
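Read-out is an Amplex red fluorescence increase coupled through glutamate oxidase and HRP, measured before and after 30 min room-temperature incubation. hKGA is in 45 mM KH2PO4 (pH 8.2) with 0.02% Tween-20; glutamine added as 1mM solution.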
Pin1 inhibitor: qHTS Assay to Find Inhibitors of Pin1 | Peptidyl-prolyl cis-trans isomerase NIMA-interacting 1 (Homo sapiens), Q13526 | Pin1 FP peptide displacement, HiFluor488, 10 min | Potency, µM (titrated, usually from 115 µM), without a hit: at the top dose activity, negative = inhibition, actives largely listed as inhibitors | hit rate 0.009% among 390,000 | AID 504891, 2011; active means well fitted inhibition curve with a large enough effect in the polarisation, with a control signal flat, not every such curve was filed as active; inconclusive means small, poorly fitted or top-dose-only effect, or effect the other way, or a change in a side signal; inactive means no such curve, though single readings can be large or run the other way; the % refers to the polarisation; further: potency means the concentration at half of the fitted maximal effect; on the % scale 0 is the no-effect control and ±100 the full control effect
PGK inhibitor: qHTS Assay to Find Inhibitors of Phosphoglycerate Kinase; PGK/GAPDH coupled, Kinase-Glo luminescence, 60 min; Potency, µM (series often up to 57.5 µM), for inactives: at the highest dose activity change, negative = inhibition, hits mostly inhibitors; Phosphoglycerate kinase, glycosomal (Trypanosoma brucei brucei), P07378; hit rate 0.043% among 380,000; further: potency means the concentration at half of the fitted maximal effect; on the % scale 0 is the no-effect control and ±100 the full control effect; nearly all actives have a fitted effect of over 60% in size
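Luminescent ATP detection (Kinase-Glo Plus) follows a 60-minute room-temperature incubation, with wells lacking PGK as controls. Buffer: 100 mM TEA (pH 7.6), 5 mM MgCl2, 0.01% Tween-20. Coupling enzyme GAPDH (100 nM final) supplies unstable 1,3-BPG in-well.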
USP1-UAF1 inh: Inhibitors of USP1/UAF1: Primary Screen; recombinant USP1/UAF1, Ub-Rhodamine cleavage fluorescence; AID 743255, 2014; Potency, µM (doses to about 57.1 µM), for the others: at the top dose activity change, negative = inhibition, most hits filed as inhibitors; Ubiquitin carboxyl-terminal hydrolase 1 (Homo sapiens), O94782; hit rate 0.23% among 390,000; further: potency means the concentration at half of the fitted maximal effect; on the % scale 0 is the no-effect control and ±100 the full control effect; nearly all actives have a fitted effect of over 60% in size; inactives centre near -12
Target sequence (O94782 whole entry, looked up): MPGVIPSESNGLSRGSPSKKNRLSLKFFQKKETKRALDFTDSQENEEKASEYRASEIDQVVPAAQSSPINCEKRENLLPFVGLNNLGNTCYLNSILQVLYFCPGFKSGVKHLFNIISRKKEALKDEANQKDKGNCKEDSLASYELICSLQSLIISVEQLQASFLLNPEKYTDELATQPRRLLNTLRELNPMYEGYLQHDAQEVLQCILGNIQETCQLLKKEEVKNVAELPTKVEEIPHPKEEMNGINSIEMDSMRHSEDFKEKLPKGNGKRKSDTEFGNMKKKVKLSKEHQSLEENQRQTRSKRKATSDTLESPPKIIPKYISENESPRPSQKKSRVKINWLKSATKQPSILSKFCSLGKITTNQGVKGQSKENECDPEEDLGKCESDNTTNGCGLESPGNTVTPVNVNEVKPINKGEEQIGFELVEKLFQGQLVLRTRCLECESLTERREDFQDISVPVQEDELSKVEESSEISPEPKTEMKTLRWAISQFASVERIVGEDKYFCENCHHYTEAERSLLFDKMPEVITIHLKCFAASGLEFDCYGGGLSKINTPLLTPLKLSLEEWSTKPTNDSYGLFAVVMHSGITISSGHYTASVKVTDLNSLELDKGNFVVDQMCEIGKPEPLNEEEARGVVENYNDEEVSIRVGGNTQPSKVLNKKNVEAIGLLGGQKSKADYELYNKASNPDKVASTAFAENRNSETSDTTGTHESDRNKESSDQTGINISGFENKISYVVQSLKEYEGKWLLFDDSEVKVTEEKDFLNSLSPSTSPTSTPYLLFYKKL
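USP1/UAF1 complex at 1 nM was preincubated with compound for 15 min at room temperature, then Ub-Rho substrate (150nM final) was added. Fluorescence (480/540 nm) was read kinetically, 6 reads every 60 seconds.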
PI4K2A inh: qHTS for small molecular inhibitors of PI4K2A. activity change, negative = inhibition, % at 76.9 µM. Phosphatidylinositol 4-kinase type 2-alpha (Homo sapiens), Q9BTU6. hit rate 0.13% among 420,000. AID 1346378, 2018. purified PI4K2A, ADP-Glo luminescence, 1 h; stronger effect = lower value; in the data active means activity change below about -50%; inconclusive means mostly about -30% to -49%;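 further: -100% = wells without enzyme as full effect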
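ADP-Glo luminescence measured ADP generated by PI4K2A enzyme (4 ug/mL before mixing) with 1.2 mM PI substrate (pre-mix) and 300 microM ATP (pre-mix). Tris pH7.5 buffer with MgCl2, Triton X-100; 1 h reaction at ambient temperature.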
mIDH1 inhibitor: qHTS for Inhibitors of mutant isocitrate dehydrogenase 1 (IDH1): qHTS; AID 602179, 2012; IDH1-R132H enzyme, NADPH consumption, diaphorase/resazurin fluorescence; Potency, µM (titrated, usually from 76.6 µM), inactives show top-dose activity change, negative = inhibition, usual class: inhibitors; hit rate 0.093% among 390,000; further: potency means the concentration at half of the fitted maximal effect; on the % scale 0 is the no-effect control and ±100 the full control effect; nearly all actives have a fitted effect of over 65% in size
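IDH1-R132H (0.5 ug/mL dispensed) in pH 7.5 Tris buffer was preincubated 30 min with compound, then given a substrate mix of 0.016 mM NADPH and 2 mM alpha-KG for 80 min at room temperature; remaining NADPH was read by diaphorase/resazurin fluorescence.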
TrxR1 substrate: qHTS Assay for Substrates of Mammalian Selenoprotein Thioredoxin Reductase 1 (TrxR1): qHTS. hit rate 0.01% among 390,000. AID 588456, 2011. Potency, µM (top dose mostly 114 µM), without a hit: at the top dose activity change, negative = substrate turnover. purified TrxR1 substrate turnover, NADPH consumption readout. Thioredoxin reductase 1, cytoplasmic (Rattus norvegicus), O89049; further: potency means the concentration at half of the fitted maximal effect; on the % scale 0 is the no-effect control and ±100 the full control effect; nearly all actives have a fitted effect of over 50% in size
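Rat TrxR1, dispensed at 90 nM, was prereduced with 400 uM NADPH (final) for 5 min at ~22 deg C, then incubated with compound 15 min before 400 uM selenite. A first-read NADPH fluorescence drop versus no-compound background flagged substrates.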
TrxR1 inh: qHTS Assay for Inhibitors of Mammalian Selenoprotein Thioredoxin Reductase 1 (TrxR1): qHTS; Thioredoxin reductase 1, cytoplasmic (Rattus norvegicus), O89049; recombinant rTrxR1, NADPH fluorescence consumption, selenite substrate; Potency, µM (series often up to 114 µM), for inactives: top-dose activity change, negative = inhibition, hits mostly inhibitors; hit rate 1% among 390,000; AID 588453, 2011; further: potency means the concentration at half of the fitted maximal effect; on the % scale 0 is the no-effect control and ±100 the full control effect; nearly all actives have a fitted effect of over 65% in size
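Rat TrxR1 (90 nM in the dispensed reagent) was pre-reduced with 400 uM NADPH for 5 min at room temperature, then incubated with compound for 15 min. After 400 uM selenite was added, NADPH fluorescence (Ex 340/Em 450 nm) was followed for 8 min.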
HP1b binding inh: HTS for Inhibitors of HP1-beta Chromodomain Interactions with Methylated Histone Tails; Potency, µM (titrated, usually from 114 µM), for the others: at the highest dose activity change, negative = inhibition, most hits filed as inhibitors; Chromobox protein homolog 1 (Homo sapiens), P83916; hit rate 0.56% among 390,000; AID 540317, 2011; AlphaScreen HP1-beta / biotin-H3K9me3 peptide binding; further: potency means the concentration at half of the fitted maximal effect; nearly all actives have a fitted effect of over 70% in size; inactives centre near 23
Target sequence (P83916 whole entry, looked up): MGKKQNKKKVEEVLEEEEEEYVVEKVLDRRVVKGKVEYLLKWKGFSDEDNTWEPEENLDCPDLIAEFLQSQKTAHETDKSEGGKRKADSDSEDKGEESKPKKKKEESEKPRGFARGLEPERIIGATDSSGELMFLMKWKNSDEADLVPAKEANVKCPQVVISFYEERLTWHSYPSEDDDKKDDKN
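HP1-beta protein (50 nM final) preincubated 30 min at room temperature with biotinylated H3(1-18)K9me3 peptide (50 nM) in PBS pH 7.4, 0.01% Tween-20, then compound added for 30 min. AlphaScreen streptavidin donor/nickel chelate acceptor beads (10 ug/mL final), 30 min dark, luminescence read.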
The depositor's hits bear a star; i = inactive; ? = inconclusive; / = not tested or not shown; & = joins results of further samples; [ ] = another dose, or the depositor's remark. Unless noted, the call rests on the fitted dose curve; in most records, active means well fitted curve in the direction sought with a large enough effect; inconclusive means small, poorly fitted or top-dose-only effect, or another doubt; inactive means no such curve, though single readings can be large; an effect the other way counts as inactive or inconclusive. This is a subset; rates above refer to the full screens.

SMILES	GLS inh	Pin1 inhibitor	PGK inhibitor	USP1-UAF1 inh	PI4K2A inh	mIDH1 inhibitor	TrxR1 substrate	TrxR1 inh	HP1b binding inh
Nn1c(COc2ccccc2F)nnc1SCC(=O)NC1CCS(=O)(=O)C1 (centres undefined)	-2%	0%	-2%	?	1	1%	10%[57.1 µM]	14%	23%
O=C(OC(C(=O)NCc1ccco1)C(OC(=O)c1ccccc1)C(=O)NCc1ccco1)c1ccccc1 (centres undefined)	11%	1%	i	5%	-1	-3%	-13%	-18%	7%
COc1ccc(NC(=S)NC(NC(=O)c2cccc3ccccc23)C(Cl)(Cl)Cl)c([N+](=O)[O-])c1 (centres undefined)	25%	-9%	-6%	-12%	-5	-5%	0%	-6%	-21%
NNC(=O)c1oc2nc(-c3ccccc3)cc(-c3ccco3)c2c1N	-11%	?	-4%	-2%	-7	-8%	4%[57.1 µM]	-28%[57.1 µM]	-1%
Cc1occc1C(=O)N1CCCC(N2CCN(c3cccc(Cl)c3)CC2)C1 (centres undefined)	7%	0%	-4%	-6%	-4	0%	-7%	-8%	-11%
CCCCNC(=S)NNC(=O)c1csc(C)c1CC	-5%	2%	-5%	-14%	2	2%	0%	3%	37%
c1ccc(N2CCCCC2)c(Nc2nc3ccccc3n3cnnc23)c1	1%	0%	8%	-8%	1	7%	13%	33%	39%
CCN(CC)C(=O)C1CCCN(c2ncnc3onc(C)c23)C1 (centres undefined)	0%	-7%	?	?	-5	-11%	1%	14%	30%
CCCCCCCCCc1nc2sc3c(c2c(=O)n1NC(=O)c1ccc([N+](=O)[O-])cc1)CC(C)(C)OC3	-11%	24%	-4%	-24%	-2	2%	-12%	-5%	-5%
O=C(OCCCCN1C(=O)c2ccccc2C1=O)c1n[nH]c2ccccc12	-1%	6%	-6%	-5%	-2	6%	-9%	-2%	8%
Cn1c(CO)cnc1SCC(=O)c1ccc(Cl)cc1	-1%	0%	i	-25%	6	0%	2%[57.1 µM]	8%[57.1 µM]	17%
CC(C)OC(=O)Nc1ccc2c(c1)N(C(=O)CCN1CCOCC1)c1ccccc1CC2	-9%	?	-4%	-26%	3	1%	2%[57.1 µM]	14%[57.1 µM]	35%
N#C/C(=C(/O)COC(=O)COc1ccc(Cl)cc1)c1nc2ccccc2[nH]1	-14%	?	i	-15%	1	8%	-8%	-17%	27%
Cc1nc2cc(Cl)ccc2c(=O)n1Cc1ccncc1	-4%	4%	/	-10%	-1	-11%	-8%	-7%	23%
N#CCC(=O)Nc1ccc(C(=O)OCC(=O)c2ccc3c(c2)OCO3)cc1	7%	21%	9%	-7%	0	-2%	-7%[57.1 µM]	13%[57.1 µM]	7%
O=C(O)Cc1ccc(-c2ccccc2)cc1	6%	0%	-7%	-18%	-2&-3	3%	8%	19%	10%
Cc1cc(C)cc(NC(=O)CSc2nccn2C2CCCC2)c1	-1%	2%	-2%	?	4	4%	0%[57.1 µM]	8%[57.1 µM]	16%
O=C(COc1ccccc1Cl)NCCNC(=O)c1ccccn1	-17%	2%	7%	-21%	6	0%	-2%	-2%	-20%
Cc1cc(C(=O)CN2C(=O)NC3(CCCc4sccc43)C2=O)c(C)n1-c1ccccc1 (centres undefined)	3%	17%	-1%	-7%	3	0%	-6%	13%	-13%
COc1ccc(NS(=O)(=O)c2cc3c(cc2C)NC(=O)CO3)c(OC)c1	11%&3%	3%&-2%	-6%&-7%	-15%&-25%	-1&-2	3%&13%	4%[57.1 µM]	11%[57.1 µM]	26%&50%
C[C@]12c3[nH]c4cc(-c5ccco5)ccc4c3CCN1C(=O)[C@@H](CC(=O)NCC13CC4CC(CC(C4)C1)C3)C[C@@H]2C(=O)N1CCCCC1	6%	18%	-4%	-9%	-1	6%[38.3 µM]	7%	17%	-21%
Cc1cccc(N/N=C(\C#N)S(=O)(=O)C(C)(C)C)c1	10%	-2%	i	-7%	3	3%	-7%[57.1 µM]	6%[57.1 µM]	-8%
COc1ccc(S(=O)(=O)NC(CC(=O)NC2CCCC2)c2ccco2)cc1 (centres undefined)	1%	-1%	3%	-12%	3	-9%	9%[57.1 µM]	17%[57.1 µM]	17%
COc1cccc(N2CCN(C(=O)Cn3c(-c4cccs4)cc4ccccc43)CC2)c1	6%	14%	0%	1%	1	-10%	40%[activator]	37%[activator]	26%
O=c1c(N2CCN(c3ccc(F)cc3)CC2)csc2ccc(F)cc12	28%	2%	3%	-30%	1	-4%	2%[57.1 µM]	14%[57.1 µM]	25%[57 µM]
O=[N+]([O-])c1ccc(S(=O)(=O)Nc2nnc(C(F)(F)F)s2)cc1	23%	-11%	-1%	-19%	2	16%	-13%	6.3µM*	37%
CCOC(=O)c1c(C)[nH]c(C)c1C(=O)CSc1nnnn1-c1ccccc1	15%	-1%	-3%	-8%	3	-1%	-5%	-1%	-4%
C=CCc1cccc(C=Nc2cc(Br)ccc2O)c1O	21%	-1%	4%	-24%	1	6%	3%	19%	9%
CCCCN(CC)CCNC(=O)c1[nH]c(C)c(C(C)=O)c1C	22%	-3%	-5%	4%	6	15%	-3%[57.1 µM]	14%[57.1 µM]	4%
Cc1cccc(C)c1OCc1n[nH]c(=S)n1-c1ccccc1	-18%	1%	-7%	-19%	3	10%	2%	-16%	40%[activator]
COCCCNC(=O)Cn1c(=O)n(CC(=O)N2CCCCC2)c(=O)c2sccc21	-3%	-2%	-7%	-18%	0	13%	-3%	24%	19%
COc1ccc(C(=O)NCC(=O)OCC(=O)NC2CCCC2)cc1	5%	-3%	2%	-17%	2	-2%	-2%	5%	24%
N#Cc1ccccc1NC(=O)COC(=O)c1ccc2c(c1)OCO2	-12%	7%	-8%	-20%	2	-12%	2%	17%	36%
CCOc1ncccc1C(=O)N1CCN(S(=O)(=O)c2ccc(Br)cc2Cl)CC1	-6%	0%	0%	-12%	-1	3%	-3%[57.1 µM]	11%	24%
CCOC(=O)c1ccc(NC(=O)/C(C#N)=C/c2ccc(OC)cc2)cc1	-8%	9%	-5%	-10%	3	4%	-1%	4%	20%
C=CCn1c(SCC(=O)c2c(N)n(C3CC3)c(=O)[nH]c2=O)nnc1-c1ccccc1OC	2%	0%	-5%	2%	1	6%	5%[57.1 µM]	2%[57.1 µM]	16%
CCCc1[nH]c(=O)c(C#N)c2c1CCCC2	-2%	-3%	-2%	-10%	3	3%	6%	7%	66%[activator]
O=C(CN(C1CCCCC1)S(=O)(=O)c1ccc(Cl)cc1)NCCCO	1%	4%	2%	-24%	7	1%	-2%	-1%	27%
Cc1ccc(C(=O)N2CCN(c3ccc(NC(=O)c4cc(C)cc(C)c4)cc3)CC2)cc1	15%	3%	4%	-7%	-1	6%	3%	11%	38%
Cn1c(=O)oc2cc(S(=O)(=O)N3CCN(C(=O)c4ccco4)CC3)ccc21	-5%	-2%	-9%	-16%	2	-1%	4%[57.1 µM]	-16%	18%
Cc1[nH]n(-c2ncc(-c3ccccc3)s2)c(=O)c1C(c1ccc(Cl)cc1)C(C#N)C#N (centres undefined)	-32%	?	-3%	?	36	-10%	-8%	22µM*	?
Cc1cc(C)n(S(=O)(=O)c2ccc(C)c(C)c2)n1	-5%	4%	-7%	-19%	-4	3%	-3%	-3%	37%
COC(=O)[C@@H](Cc1c[nH]c2ccccc12)NCc1cccc(B(O)O)c1	37%[activator]	7%	-9%	-24%	3	3%[38.3 µM]	0%	11%	51%[activator]
N#Cc1c(N)nc(-c2ccccc2)nc1-c1ccccc1	0%	1%	5%	5%	1	6%	8%	8%	18%
COc1ccc(-c2nc(SCc3ccccc3)n(S(C)(=O)=O)n2)cc1	/	1%	-9%	-15%	6	8%	6%	14%	45%[activator]
CC(c1ccccc1)N(C)C(=O)CSc1nnc(C2CC2)n1C1CC1 (centres undefined)	2%	5%	-8%	-8%	-5	6%	2%	1%	25%
COc1ccc(N2C(S)=C(C#N)C(=O)NC2c2ccco2)cc1 (centres undefined)	-8%	0%	-6%	0%	-12	3%	-4%	-21%	6%

Some entries already given with just USP1-UAF1 inh.
Compound	USP1-UAF1 inh
COc1ccc(-c2nc(SCc3ccccc3)n(S(C)(=O)=O)n2)cc1	-15%
CC(c1ccccc1)N(C)C(=O)CSc1nnc(C2CC2)n1C1CC1 (centres undefined)	-8%
